# High-throughput results: PubChem, Sanford-Burnham Center for Chemical Genomics
# VHR inh color – VHR1 phosphatase inhibitors, primary screen, biochemical, colorimetric, HTS | recombinant VHR phosphatase, colorimetric substrate read-out | inhibition, % at 20 µM | 50,000 tested, 0.7% active; in the data active means inhibition above about 60%; further: some results filed as inactive read as strong as hits
# Target sequence (P51452 whole entry, looked up): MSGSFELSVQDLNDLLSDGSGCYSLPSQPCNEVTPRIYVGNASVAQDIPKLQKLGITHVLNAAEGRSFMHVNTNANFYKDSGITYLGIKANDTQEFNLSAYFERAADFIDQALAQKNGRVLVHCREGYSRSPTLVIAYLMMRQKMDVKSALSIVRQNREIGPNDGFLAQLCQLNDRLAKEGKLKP
# * hit, by the source's call.
# The opening four entries, ahead of the listing:
SMILES,VHR inh color
C/C(=N\NS(=O)(=O)c1ccc(C)cc1)c1cc2ccccc2oc1=O,-2
O=C(N/N=C\c1ccc([N+](=O)[O-])o1)c1nc(-c2ccccc2)cc(-c2ccccc2)n1,-15
COc1ccc(N(CC(=O)NCc2cccnc2)S(=O)(=O)c2ccccc2[N+](=O)[O-])c(OC)c1,-6
CC(Nc1nc(-c2ccccc2O)nc2ccccc12)c1ccccc1 (centres undefined),-3

# All compounds of this part, previewed entries included:
SMILES,VHR inh color
C/C(=N\NS(=O)(=O)c1ccc(C)cc1)c1cc2ccccc2oc1=O,-2
O=C(N/N=C\c1ccc([N+](=O)[O-])o1)c1nc(-c2ccccc2)cc(-c2ccccc2)n1,-15
COc1ccc(N(CC(=O)NCc2cccnc2)S(=O)(=O)c2ccccc2[N+](=O)[O-])c(OC)c1,-6
CC(Nc1nc(-c2ccccc2O)nc2ccccc12)c1ccccc1 (centres undefined),-3
Cc1ccc(/C=N/N=C2\NC(=O)C(C)S2)cc1 (centres undefined),-1
COc1cc(/C=N/n2nnnc2N)ccc1OCc1c(C)no[n+]1[O-],-24
O=C(/C=C/c1ccccc1)NC(=S)Nc1ccc(NC(=O)c2ccco2)c(Cl)c1,-3
Cc1cc2nc(-c3cc(NC(=S)NC(=O)c4ccccc4Cl)ccc3Cl)oc2cc1C,-9
O=C(NCCCNc1ccc([N+](=O)[O-])cc1)c1ccc(Cl)cc1Cl,-13
COc1ccc(CCC(=O)C2(O)CCCCC2)cc1,-16
O=c1c2c(nc3cc(-c4cccc(F)c4)[nH]n13)CCS2,-22
CCc1cc(C(=O)N=Nc2c(O)[nH]c3ccccc23)c2ccccc2n1,21
NC(=O)c1c(NC(=O)c2ccc(F)cc2)sc2c1CCCC2,0
COc1cc(NS(=O)(=O)c2ccc(C)cc2)cc(OC)c1O,9
COc1ccccc1C(=O)CC(=O)Nc1ccccc1,-9
CCOC(=O)Oc1ccc2c(-c3ccccc3)cc(=O)oc2c1,-24
CCOc1ccc(NC(=O)c2cncc(Br)c2)cc1,18
Cc1cc([N+](=O)[O-])c(-c2ccc(/C=N/n3cnnc3)o2)cc1Cl,9
CCOC(=O)c1c(N)sc(C(=O)Nc2ccc(Cl)cc2)c1C,36
Cc1cc(Cl)ccc1OCC(=O)NNC(=O)c1cccs1,-8
Cc1oc2ccc(OCC(=O)c3ccccc3)cc2c1C(=O)OC(C)C,3
O=C(O)CCC(C(=O)O)n1c(O)c(C2=c3ccccc3=NC2=O)sc1=S (centres undefined),6
CCOC(=O)c1ccc2nc(C)c(CC)c(Cl)c2c1,5
O=C(NCc1ccncc1)c1ccc(I)cc1,-30
CCOC(=O)c1c(NC(=O)c2ccc(S(=O)(=O)N3CCOCC3)cc2)sc2c1CCC2,-18
O=C(NN1C(=O)c2ccc(Oc3cccc([N+](=O)[O-])c3)cc2C1=O)c1ccco1,4
Cc1ccc(N2C(=O)c3ccc(-c4nc5c(C)cccc5c(=O)o4)cc3C2=O)cc1C,-21
Cc1cccc(OCC(=O)NCc2ccncc2)c1,-2
CCc1ccccc1NC(=O)CN(c1ccc(C)cc1)S(C)(=O)=O,-7
Cc1ccc(N2C(=O)NC(=O)/C(=C\c3cc(Cl)c(O)c(Cl)c3)C2=O)cc1,-4
O=C1c2ccc(Oc3ccc([N+](=O)[O-])cc3)cc2C(=O)N1c1ccc(Cl)cn1,-5
COc1cc(C(O)c2nccn2C)cc(OC)c1OC (centres undefined),-16
O=C(c1ccc(Cl)cc1Cl)N1CCN(c2ccccc2)CC1,-10
COCCOC(=O)c1c(C)oc2ccc(NS(=O)(=O)c3ccc(C)cc3)cc12,17
COc1ccc(OCCCOc2cccc(C)c2)cc1,3
COC(=O)c1ccccc1NC(=O)CN(c1ccc(OC)cc1OC)S(C)(=O)=O,-2
CCOc1ccc(C(NC=O)c2ccc(OC)cc2)cc1 (centres undefined),0
Cc1c(CCNC(=O)NS(=O)(=O)c2ccccc2Cl)c2ccccc2n1Cc1ccccc1,-8
Cc1ccc(C(=O)/C=C/c2ccc(OCc3ccccc3)cc2)cc1,-5
CCOC(=O)C1=CN(c2ccc(C)cc2)C=C(C(=O)OCC)C1c1ccc(C)s1,-9

# Random excerpt: three compounds from above, in no set order.
SMILES,VHR inh color
O=C(NCCCNc1ccc([N+](=O)[O-])cc1)c1ccc(Cl)cc1Cl,-13
CCOC(=O)c1c(NC(=O)c2ccc(S(=O)(=O)N3CCOCC3)cc2)sc2c1CCC2,-18
O=C(NCc1ccncc1)c1ccc(I)cc1,-30

# Carrying on.
SMILES,VHR inh color
COc1ccc(NC(=O)c2ccc(NC(=O)C(C)(C)C)cc2)cc1,-4
CN(C)c1ccc(/C=C2/C(=O)ON=C2c2ccccc2)cc1Br,18
O=C(Nc1ccc(Br)c(Br)c1)c1ncn[nH]1,1
CCOC(=O)c1c(NC(=O)c2cccc([N+](=O)[O-])c2)sc2c1CCC(CC)C2 (centres undefined),-3
COc1ccc2oc(=O)c(C(=O)NCc3ccccc3)cc2c1,-7
CCc1ccc(OCC(=O)Nc2ccc(-c3nc4cc(C)c(C)cc4o3)c(O)c2)cc1,-13
Cc1oc(C)c2c(=O)cc(-c3ccc(O)cc3)cc(O)c12,16
O=C(NCc1ccc2c(c1)OCO2)C(=O)Nc1ccccc1,-2
Cc1ccc(NC2CC(C)N(C(=O)c3ccc(F)cc3)c3ccc(C)cc32)cc1 (centres undefined),-2
O=C(c1cccnc1)N1CCN(C(=O)c2ccco2)CC1,-6
COc1cc(/C=C2\NC(=S)NC2=O)c([N+](=O)[O-])cc1OC,-3
O=C(NN1CCOCC1)c1ccc(-c2ccccc2)cc1,-5
O=c1[nH]c2ccccc2nc1/C=C(\O)c1cccs1,21
COC(=O)c1cccc(NC(=O)COc2ccc(-c3ccc(C)cc3)cc2)c1,-2
CCN1CC2([N+](=O)[O-])CC=C(Cl)C([N+](=O)[O-])(C1)C2 (centres undefined),-13
CCCCN(C)Cc1c(C)[nH]c2c(Cl)cccc2c1=O,-2
COCCCNC(=O)CN(c1cc(OC)ccc1OC)S(C)(=O)=O,-12
CCCC1=NN2C(=N)/C(=C/c3cc(OC)ccc3OC)C(=O)N=C2S1,112*
CS(=O)(=O)N(CC(=O)Nc1cccc2ccccc12)c1ccc(Oc2ccccc2)cc1,-20
CCOc1ccc(N(CC(=O)N2CCCC2)S(=O)(=O)c2ccc(SC)cc2)cc1,-8
C=CCN=C1CC(C)(C)CC(=O)/C1=C(/O)CCC,-1
COc1ccc(NC(=O)c2ccc(CN(c3ccccc3)S(C)(=O)=O)cc2)cc1OC,-21
CCC(Oc1ccccc1)C(=O)Nc1ccc(F)c([N+](=O)[O-])c1 (centres undefined),-1
O=C(CCC(NC(=O)c1ccccc1)C(=O)NCCCO)OCc1ccccc1 (centres undefined),-1
CSC1=NC2(CCCCC2)CC12C=CC(=O)C=C2,-1
N#CN=C1CCCN1C(=O)c1ccccc1,-41
COC(=O)c1ccccc1NC(=O)c1ccc(-c2ccccc2)cc1,-8
CC(C)COc1ccc(C(=O)Nc2ccc(Cl)c(Cl)c2)cc1,-2
Cc1ccc2occ(C(=O)c3ccco3)c(=O)c2c1,-1
COC(=O)C1=C(C)NC(C)=C(C(=O)OC)C1c1ccc(OC)c([N+](=O)[O-])c1,-10
CC(C)COc1ccc(C(=O)Nc2ccc(F)cc2)cc1,-1
Cc1ccc(Cl)cc1NC(=O)CSc1nnc(SCC(=O)Nc2cc(Cl)ccc2C)s1,-18
COC(=O)C1=C(C)N(CCc2ccc(OC)c(OC)c2)C(=O)C1,-6
O=C(c1ccccc1I)N1CCN(c2cccc(Cl)c2)CC1,-26
O=C1c2cccc3cccc(c23)C(=O)N1/N=C/c1ccc(Cl)cc1,-7
O=C(NNC(=O)c1cccc(Cl)c1)c1cccnc1,-1
CCOc1ccc(CN2CCN(Cc3cc(OC)ccc3O)CC2)cc1,-10
Cc1ccc(C(=O)N(C(=O)c2ccc(C)c(C)c2)c2ccccn2)cc1C,7
COc1ccc(/C=C/C(=O)Nc2nc(-c3ccccc3)cs2)cc1S(=O)(=O)N1CCCCC1,10
COc1cc(N(C)C)c([N+](=O)[O-])cc1C(=O)N1CCCC(O)C1 (centres undefined),0

# In another format: 5 of the compounds above
Molecule | VHR inh color
CSC1=NC2(CCCCC2)CC12C=CC(=O)C=C2 | -1
N#CN=C1CCCN1C(=O)c1ccccc1 | -41
COC(=O)c1ccccc1NC(=O)c1ccc(-c2ccccc2)cc1 | -8
CC(C)COc1ccc(C(=O)Nc2ccc(Cl)c(Cl)c2)cc1 | -2
Cc1ccc2occ(C(=O)c3ccco3)c(=O)c2c1 | -1

# (next part)
SMILES,VHR inh color
Cc1ccc(OCC(=O)N2CCN(c3ccc([N+](=O)[O-])cc3)CC2)cc1,0
COc1ccc(S(=O)(=O)N2CCN(C(=O)CC(C)C)CC2)cc1,2
O=C(Oc1ccccc1C(=S)N1CCOCC1)c1ccc(Br)cc1,13
Cc1ccccc1OCCOc1ccccc1/C=N/n1cnnc1,-12
O=C(Nn1cnnc1)c1cccc(Cl)c1,-10
CCN(CC)CC(=O)Nc1ccc(Cl)cc1C(=O)c1ccccc1,11
CCCCCN1C(=O)/C(=C2\SC(=S)NC2=O)c2ccccc21,-8
O=S(=O)(NOCc1ccccc1)c1ccccc1,-7
Cc1ccc2nc3c(N)c(Cl)cc4c3c(c2c1)-c1ccccc1C4=O,13
c1ccc(Oc2cccc(CN3CCN(Cc4ccncc4)CC3)c2)cc1,-7
CCOC(=O)C1=C(N)Oc2cc(O)ccc2C1c1ccccc1 (centres undefined),13
COc1ccc2c(c1[N+](=O)[O-])CCC/C2=N\OC(=O)c1ccccc1,-2
O=C(COc1ccc([N+](=O)[O-])cc1)Nc1cccc2nsnc12,-26
CC(=O)C(C)Oc1cc(C)cc2oc(=O)c3c(c12)CCCC3 (centres undefined),-1
O=[N+]([O-])c1ccc(NCCCN2CCOCC2)c(Cl)c1,14
CCOC(=O)C1=C(C)N=c2s/c(=C\c3ccccc3)c(=O)n2C1/C=C/c1ccccc1 (centres undefined),-23
N#CC1=C(N)Oc2cc(N)ccc2C1c1ccc(OCc2ccccc2)cc1 (centres undefined),16
O=c1/c(=C/c2cccs2)sc2nc3ccccc3n12,-3
Oc1ccccc1-c1cc(C(F)(F)F)[nH]n1,3
COc1ccccc1OCCSc1nc2ccccc2n1CC(=O)O,-24
CC(C)CNC(=O)CN(c1ccc(Cl)cc1)S(C)(=O)=O,-13
Cc1ccc2c(c1)NC(c1ccc(Cl)cc1Cl)C1=C(CC(C)(C)CC1=O)N2 (centres undefined),-5
CCCCOC(=O)C1=C(C)NC(=S)NC1c1ccc(N(C)C)cc1 (centres undefined),-6
O=C1NCC(COc2ccc([N+](=O)[O-])cc2)O1 (centres undefined),-2
CCOC(=O)C1=C(C)N(C)C(=O)NC1c1ccc(OC)c(OC)c1OC (centres undefined),-20
Cc1ccc(C(=O)NN2C(=O)/C(=C/c3ccc4c(c3)OCO4)SC2=S)cc1,10
COc1ccc(C2Nc3ccccc3NC3=C2C(=O)CC(C)(C)C3)cc1 (centres undefined),-24
O=C(NC(=S)Nc1ccc([N+](=O)[O-])cc1Cl)c1ccco1,6
C=C(C)CNC(=S)NNC(=O)c1ccc(Br)cc1,-2
CCN(CC)CC(O)COc1ccccc1 (centres undefined),-14
CC(=O)c1ccc(N2C(=O)C3C4C=CC(O4)C3C2=O)cc1 (centres undefined),1
Cc1ccc(-c2cc(C(=O)NCc3ccccc3)c3ccccc3n2)o1,35
O=C1C(=O)c2ccccc2C(Cl)=C1Cl,-7
CCOC(=O)C1=C(C)N=c2s/c(=C/c3ccc(OC)cc3)c(=O)n2C1c1sccc1C (centres undefined),5
CCc1ccc(N2C(=O)NC(=O)/C(=C\c3cc(Cl)c(O)c(Cl)c3)C2=O)cc1,14
O=C(N/N=C/c1ccc(O)cc1O)c1ccc([N+](=O)[O-])cc1,-1
CCCCOC(=O)CNc1nnc(SCC(=O)OCC)[nH]c1=O,-3
Cc1c(C)c2ccc(OCC(=O)c3ccc(-c4ccccc4)cc3)cc2oc1=O,-13
CCOc1cc(OCC)cc(C(=O)Nc2ccc3oc(-c4cccnc4)nc3c2)c1,-8
COc1cccc(C2C(C(C)=O)=C(O)C(=O)N2CCN(C)C)c1 (centres undefined),0
O=C(NCCCNc1ccc([N+](=O)[O-])cc1Cl)c1cccnc1,-11
COc1ccc(NC(=O)C2CCC2)cc1,-6
CCOc1cccc2sc(NC(=O)c3ccc(Br)cc3)nc12,-22
Cc1n[nH]c(C)c1Sc1ccccc1N=Cc1cc(Cl)ccc1O,-11
CCOC(=O)NC(NC(=S)Nc1ccccc1I)C(Cl)(Cl)Cl (centres undefined),-2
COc1ccc(NS(=O)(=O)c2ccccc2)cc1OC,-6
CC(C)(C)c1csc(NC(=O)c2c(F)c(F)c(F)c(F)c2F)n1,-16
O=C1c2ccccc2C(=O)N1CCCSc1nc2ccccc2o1,5
COc1ccccc1NS(=O)(=O)c1cccc2c1C(=O)c1ccccc1C2=O,-13
O=C(CSc1nnc(CCCN2C(=O)c3cccc4cccc(c34)C2=O)n1-c1ccccc1)NCCCn1ccnc1,-7
O=C(Cn1c(C(=O)c2ccccc2)nc2ccccc21)c1ccccc1,8
Cc1cc(C)c(NC(=O)C2CCCN2Cc2ccccc2)c(C)c1 (centres undefined),-32
O=C(N/N=C\c1ccccc1O)c1cc(-c2ccccc2)nc2ccccc12,15
C=CCN1C(=O)C(Cc2ccc(Br)cc2)S/C1=N\N=C\c1cccs1 (centres undefined),-1
CC1=C(C(=O)Nc2ccccc2C)C(c2ccccc2Br)NC(=S)N1 (centres undefined),5
CN(C)CCCNCCCc1ccc(C(C)(C)C)cc1,3

# These rows are one share of the data (hit frequency here may not be typical).
